# GPR151 activ = activates the human receptor GPR151; Q8TDV0; activation, % at 11.2 µM; actives 1% (n = 650,000); PathHunter beta-arrestin GPR151 cells, luminescence; AID 1508602; in the data active means activation above about 4.9%;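 further: 0% = median of compound wells and 100% = cells with positive control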
# TEAD-YAP block = TEAD-YAP interaction inhibition. HEK-TIYL cells, TEAD-Gal4/YAP UAS-luciferase luminescence. inhibition, % at 9.12 µM. actives 1.4% (n = 640,000); in the data active means inhibition above about 32%;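 further: 0% = median of test compound wells and 100% = reference inhibitor wells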
# MITF inh = blocks human microphthalmia-associated transcription factor; AlphaScreen MITF homodimerization, bead proximity signal; inhibition, % at 2.6 µM; actives 0.91% (n = 650,000); AID 1259374; in the data active means inhibition above about 50%;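 further: 0% = vehicle wells with protein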
# FBW7 act = human FBW7 E3 ligase activation, primary screen | Q969H0 | AlphaScreen FBW7–phospho-cyclin E peptide binding, activator screen | normalized activity (activation), % at 26.1 µM | actives 0.13% (n = 650,000) | AID 1259310; in the data active means normalized activity above about 1.9%;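 further: purified mutant Fbw7 with reduced substrate affinity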
# Target sequence (Q969H0 whole entry, looked up): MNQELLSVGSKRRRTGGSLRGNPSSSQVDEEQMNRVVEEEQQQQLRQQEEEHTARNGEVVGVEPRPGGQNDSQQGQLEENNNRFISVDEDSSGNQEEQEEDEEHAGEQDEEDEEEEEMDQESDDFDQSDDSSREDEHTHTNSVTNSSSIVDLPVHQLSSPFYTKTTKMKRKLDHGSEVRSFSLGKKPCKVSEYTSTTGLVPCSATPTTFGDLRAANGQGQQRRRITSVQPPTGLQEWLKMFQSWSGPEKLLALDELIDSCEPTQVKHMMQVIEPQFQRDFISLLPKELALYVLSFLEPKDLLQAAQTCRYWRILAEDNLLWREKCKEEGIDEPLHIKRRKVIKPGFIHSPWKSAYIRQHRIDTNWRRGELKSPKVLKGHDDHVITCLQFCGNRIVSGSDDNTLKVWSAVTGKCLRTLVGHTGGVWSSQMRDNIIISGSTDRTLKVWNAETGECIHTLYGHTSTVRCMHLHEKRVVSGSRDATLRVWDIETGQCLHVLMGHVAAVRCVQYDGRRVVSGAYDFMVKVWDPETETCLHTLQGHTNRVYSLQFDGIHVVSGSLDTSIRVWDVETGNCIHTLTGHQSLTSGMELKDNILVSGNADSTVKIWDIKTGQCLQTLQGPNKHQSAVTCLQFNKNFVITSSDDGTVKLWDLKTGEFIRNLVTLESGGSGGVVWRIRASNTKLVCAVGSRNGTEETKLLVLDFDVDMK
# * = called active by the depositor; . = no result given; & = joins results of further samples. A portion of the library, so the mix of outcomes need not match the whole.
# Fields – GPR151 activ, FBW7 act, TEAD-YAP block, MITF inh
1	Cc1ccc(C2=CCN(CC(=O)N3CCc4ccccc43)CC2)o1
 : 0.0, 1.7, 11, 15
2	Fc1ccccc1CN1CCN(Cc2ccc(Cl)cc2)CC1
 : 1.1, -0.1, 2, 50
3	CC(C)C(=O)NC(Oc1cccc([N+](=O)[O-])c1)C(Cl)(Cl)Cl (centres undefined)
 : 0.4, 0.0, -4, 1
4	Cc1ccccc1CN1CCN(c2ccc(Cl)cc2)CC1
 : -0.2, -0.1, -2, -5
5	C[C@@]12CCC3C(CC[C@H]4CCCC[C@]34C)C1CCC2=O (some centres undefined)
 : -0.2, 0.1, -7, -4
6	Cc1ccc(N2C(=N)c3ccccc3C2C#N)cc1 (centres undefined)
 : 0.4, 0.2, -2, 11
7	CCOC(=O)c1nc2ccccc2c(=O)n1-c1cc(Cl)ccc1OC
 : 0.7, 0.1, 11, 1
8	CCOC(=O)c1c(C)n(C(C)C)c2ccc(OC)cc12
 : -0.2, 0.0, 2, 1
9	Cc1ccc(CN(C)C)c(OC(=O)N(C)C)c1
 : 1.0, -0.2, -7, -6
10	CC(C)[N+](C)(CCC(C(N)=O)(c1ccccc1)c1ccccc1)C(C)C
 : -2.4&-0.8, 0.5&-0.1, -16, 2&0
11	CC(C)c1ccccc1NC1=NCCS1
 : 2.1, -0.4, 4, 2
12	CCOP(=O)(OCC)C(NC(=O)c1ccccc1Cl)C(Cl)(Cl)Cl (centres undefined)
 : -0.7, 0.5, 13, -9
13	c1ccc(CCN2CCC(N3CCN(c4ccccc4)CC3)CC2)cc1
 : 1.0, -0.1, -11, 3
14	CCN(CC)c1ccc(/C=C/[N+](=O)[O-])cc1
 : -0.3, 0.0, 3, -16
15	CC1=C(C(=O)OC(C)C)C2(C(=O)Nc3ccccc32)C(C#N)=C(N)O1 (centres undefined)
 : -0.2, 0.2, -14, 9
16	CCCOc1c(I)cc(/C=C\[N+](=O)[O-])cc1OC
 : -0.3, 0.0, 11, 2
17	COc1ccc(N2C(=O)NC(=O)/C(=C/c3ccc(Br)o3)C2=O)cc1
 : 2.6, -0.1, 3, 73*
18	CCOc1ccccc1CN1CCN(C(C)C)CC1CCO (centres undefined)
 : 1.2, 0.1, -5, -6
19	CCOC(=O)c1c(C)n(Cc2ccccc2)c2c1cc(O)c1[nH]cnc12
 : 0.3, 0.0, -1, 3
20	CN1C(=O)CN=C(c2ccccc2)c2cc(Cl)ccc21
 : -0.3, 0.0, -8, -3
21	O=C1CC(=O)N(c2ccc(Cl)cc2)C(=O)N1
 : 3.0, 0.0, 3, 0
22	CN(C)P(=O)(c1cccc(C(=O)O)c1)N(C)C
 : -1.0, -0.1, -5, 4
23	CCN1CCN(c2nc(C)nc3sc(C)cc23)CC1
 : -0.8, 0.0, 5, 8
24	O=c1c2ccccc2nc(/C=C/c2ccccc2)n1-c1cccc(F)c1
 : -1.4, 0.4, 5, -5
25	CN1CCC(N(C)c2nc(-c3cccs3)nc3ccccc23)CC1
 : -0.6, 0.4, 31, 10
26	CN(C)CC(=O)c1ccc2cc[nH]c2c1
 : -1.4, 0.2, 6, 13
27	COc1cccc(CN2CCN(C(=O)Cc3cc(OC)ccc3OC)[C@@H](C)C2)c1
 : -1.2, 0.2, 3, 8
28	Cc1cc2nnn(C[C@@H](C)N)c2cc1C
 : 1.9, -0.1, 15, 7
29	Cc1ccc(C)c(CN2CCN(C)CC2)c1
 : 0.5, 0.5, 4, 62*
30	O=C1Nc2cc(C(=O)N3CCC4(CC3)OCCO4)ccc2NC1CSCc1cccc(F)c1 (centres undefined)
 : 1.3, 0.0, 1, 2

# Next records
# Fields – GPR151 activ, FBW7 act, TEAD-YAP block, MITF inh
31	CCCC12CCCN1CCN2 (centres undefined)
 : -1.5, 0.2, -9, 9
32	O=C1c2ccccc2-c2c(S(=O)(=O)O)c(=O)[nH]c3cccc1c23 (tested in a mixture with another compound)
 : 0.6, -0.3, -9, -2
33	Cc1ccc(C)c(CN2CCN(CC(C)C)C(CCO)C2)c1 (centres undefined)
 : -1.6, 0.4, -5, 10
34	O=C(CN1CCN(C(=O)COc2ccc(F)cc2)CC1)c1ccco1
 : 0.0, -0.3, -11, 45
35	CN1CCN(Cc2ccccc2[N+](=O)[O-])CC1
 : -0.2, 0.0, 9, 47
36	O=C(NC1CCCCC1)c1ccc(N2CC3CC(C2)c2cccc(=O)n2C3)c([N+](=O)[O-])c1 (centres undefined)
 : -0.8, 0.1, 14, -2
37	CN1CCN(Cc2ccc(F)c(F)c2)CC1CCO (centres undefined)
 : -1.2, -0.2, 7, -4
38	CCOC(=O)C1C2NC(=S)N(c3cccc(F)c3)C1(C)Oc1ccccc12 (centres undefined)
 : 2.5, -0.1, -2, 22
39	CCCCC1(CCCC)C(=O)NC(=O)N(C)C1=O
 : 0.5, 0.2, 10, 17
40	CC1CCC(C(C)C)C(OC(=O)COC(=O)c2ccccc2N)C1 (centres undefined)
 : 1.9, 0.1, -14, -6
41	Cc1ccc(S(=O)(=O)N2CCCC2c2cccnc2)cc1 (centres undefined)
 : 0.5, -0.4, -8, -7
42	C=CCN1CC[C@]23c4c5ccc(O)c4O[C@H]2C(=O)CC[C@@]3(O)[C@H]1C5
 : -0.3&-1.9, 0.0&0.1, ., 5&4
43	Cc1cc(C)[n+]2oc(C)cc2n1
 : 0.7, 0.1, 2, 10
44	COc1cccc(N2CCN(Cc3ccc(F)cc3F)CC2)c1
 : 0.9, 0.0, 2, -11
45	C[N+]1(C)C2CCC1CC(O)C2 (centres undefined)
 : 0.5, -0.2, -4, -4
46	COc1cc(CN2CC3CC(C2)c2cccc(=O)n2C3)c([N+](=O)[O-])cc1OC (centres undefined)
 : 1.6, 0.0, 3, 7
47	CCC(=O)c1ccc(N2CCNCC2)c(F)c1
 : -0.8, 0.0, 14, -9
48	CC1=Nc2ccccc2C2C(C(=O)C34CC5CC(CC(C5)C3)C4)C12C#N (centres undefined)
 : 0.5, 0.0, -5, 14
49	O=C(CCCCCn1c(=S)[nH]c2ccccc2c1=O)N1CCC2(CC1)OCCO2
 : -1.3, -0.2, -3, 0
50	CCN(CC)P(=S)(c1n(C)cc[n+]1C)N(CC)CC
 : 1.1, -0.1, 8, 3
51	COc1ccc2[nH]cc(C3=CCNCC3)c2c1
 : -1.8&-1.2, 0.0&0.1, 6, -17&8
52	CC(C)NCC(C)(O)c1ccc(Br)cc1 (centres undefined)
 : 0.1, -0.1, 1, -5
53	O=C1/C(=C/c2cccc3ccccc23)N2CCC1CC2
 : -0.7, -0.2, -14, 1
54	O=C1OC(c2ccccc2)=N/C1=C\N1CC2CC(C1)c1cccc(=O)n1C2 (centres undefined)
 : -0.6, 0.6, -9, 8
55	Cc1c(NP(=O)(OCC(F)(F)F)OCC(F)(F)F)c(=O)n(-c2ccccc2)n1C
 : 0.4, -0.1, -1, -1
56	COC(=O)C1=C(N)Oc2cc(C)n(CC3CCCO3)c(=O)c2C12C(=O)N(CC(C)C)c1ccccc12 (centres undefined)
 : -0.8, 0.2, 12, 2
57	CCC1(CC)C(=O)N(C)C(=O)N(C)C1=O
 : 0.4, 0.2, -8, 11
58	CS(=O)(=O)c1ccc(N2CCNCC2)c([N+](=O)[O-])c1
 : 0.0, -0.7, -1, -6
59	CCOc1ccc2c(c1)c(C(=O)O)c(C)n2C
 : -0.4, 0.3, -5, 7
60	CC(=O)[O][Hg][c]1ccccc1
 : 1.0, 0.4, 98*, -4

# Carrying on:
# Fields – GPR151 activ, FBW7 act, TEAD-YAP block, MITF inh
61	Clc1ccc(NCCN2CCCCCC2)nn1
 : -1.9, 1.2, 12, 8
62	Cc1ccc2c(c1)C1CN(C)CCC1N2C(=O)/C=C/c1ccc(F)cc1 (centres undefined)
 : 4.2, -0.1, -5, 11
63	O=C1CSC2(CN3CCC2CC3)N1 (centres undefined)
 : -0.4, 0.2, 8, 12
64	CC1C2CCCN2CCN1Cc1cccc(Br)c1 (centres undefined)
 : 0.3, -0.2, 13, 0
65	CN(C)c1nc(N(C)C)nc(N(C#N)CCCl)n1
 : -0.5, 0.3, 11, 10
66	CCN(CC)S(=O)(=O)c1cccc(NN=C(C#N)C#N)c1
 : 0.4, 0.1, 15, 7
67	Cc1ccc(NC(=O)C(Cl)(Cl)Cl)cc1Cl
 : 3.5, 0.1, 3, 0
68	COc1cccc(C(c2c(O)[nH]c(=O)[nH]c2=O)N2CCCC(C)C2)c1OC (centres undefined)
 : 19*, -0.1, 4, 17
69	FC(F)(F)C1(C(F)(F)F)NC2C(Br)CC1C2Br (centres undefined)
 : -0.2, -0.1, 3, 7
70	CS(=O)(=O)c1ccc(N2CCNCC2)cc1
 : 0.5, 0.0, 9, -8
71	CN1CCC2(CC1)CC(=O)c1ccccc1O2
 : -0.6, -0.2, -8, 7
72	Cc1ccccc1NC1=NCC(C)S1 (centres undefined)
 : -1.1, 0.1, -1, -1
73	O=C1CC(=O)N(CCC2=CCCCC2)C(=O)N1
 : 0.7, -0.1, -7, 1
74	CCN1CCN(Cc2cc(Br)cc(Br)c2O)CC1
 : 0.8, 0.3, 19, -15
75	O=C1NC(=O)N(c2ccc3c(c2)OCO3)C(=O)/C1=C/c1cccs1
 : -0.4, 0.1, -6, 18
76	COc1cc(CC2C(=O)N(C)C(=O)N(C)C2=O)ccc1OCc1ccccc1
 : 0.8, 0.0, -7, 13
77	Cc1ccc(-n2c(/C=C\c3ccc(F)cc3)nc3ccccc3c2=O)c(C)c1
 : -0.4, 0.2, 4, 5
78	Clc1cccc(-n2nnnc2C2(N3CCCCC3)CCCCC2)c1
 : -0.1, -0.1, 5, -3
79	CCOc1ccc(-n2c(C(F)(F)F)nc3ccccc3c2=O)cc1
 : -0.4, 0.0, -25, -2
80	Cc1ccc(S(=O)(=O)N/N=C/c2ccc(C#N)cc2)cc1[N+](=O)[O-]
 : -2.6, 0.0, 13, 3
81	Cc1nc2ccccc2c(=O)n1-c1cccnc1
 : -0.5, 0.0, 4, -5
82	CCOC(=O)C1(c2ccccc2)CCN(Cc2c(C#N)c3ccccc3n2C)CC1
 : -0.2, -0.1, -17, 4
83	O=C1CCC(c2ccc(Br)cc2)O1 (centres undefined)
 : 2.4, 0.1, 4, -6
84	COc1ccc2[nH]c3c(c2c1)CCN=C3C
 : 5.6*, -0.3, ., -8
85	Oc1ccc(-c2cccnc2)cc1CNC1CN2CCC1CC2 (centres undefined)
 : 0.2, 0.0, 9, 1

# Screening results deposited in PubChem by The Scripps Research Institute Molecular Screening Center.
